BoNT F protease – BoNT/F light chain protease inhibitors, primary screen, biochemical, flow cytometry, MLPCN library; Botulinum neurotoxin type F light chain protease (Clostridium botulinum); inhibition, % at 10 µM; Multiplex microsphere protease cleavage assay; 360,000 tested, 0.22% active; AID 588497, 2011; in the data active = inhibition above about 35%, passing the limit was not always enough; inconclusive = no clear call, values can overlap the other calls; also: plate controls were buffer without enzyme for full effect and enzyme alone for no effect
PfHsp40 yeast – rescue of yeast from PfHsp40 toxicity, primary screen, S. cerevisiae, ATP luminescence | growth rescue, % at 12.5 µM | S. cerevisiae expressing PfHsp40, growth rescue | AID 504582, 2011 | 340,000 tested, 0.68% active; in the data active = growth rescue above about 28%, passing the limit was not always enough; inconclusive = no clear call, values can overlap the other calls;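 also: yeast W303a lacking pdr1 and pdr3 grown in galactose medium; growth measured after three days at 30 °C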
FadD28 FP inh – inhibitors of FadD28 bisubstrate probe binding, primary screen, biochemical, fluorescence polarization, single point; Mycobacterium tuberculosis FadD28 fatty-acid-AMP ligase; inhibition, % at 12.5 µM; 360,000 tested, 0.22% active; AID 588549, 2011; in the data active = inhibition above about 8.5%, passing the limit was not always enough; inconclusive = no clear call, values can overlap the other calls
Mtb BioA inh – M. tuberculosis BioA enzyme inhibitors, primary screen, biochemical, plate reader, single point, HTS | 7,8-diaminopelargonic acid synthase BioA (Mycobacterium tuberculosis) | purified M. tuberculosis BioA enzyme | inhibition, % at 9.99 µM | 360,000 tested, 0.096% active | AID 602481, 2012; in the data active = inhibition above about 40%; inconclusive = no clear call, values can overlap the other calls
Anthrax LF prot – Bacillus anthracis LF protease inhibitors, primary screen, biochemical, multiplex microsphere, MLPCN library; Lethal factor (Bacillus anthracis), P15917; multiplex microsphere protease cleavage assay; inhibition, % at 10 µM; 360,000 tested, 0.12% active; AID 588501, 2011; also: plate controls were buffer without enzyme for full effect and enzyme alone for no effect
Target sequence (P15917 whole entry, looked up): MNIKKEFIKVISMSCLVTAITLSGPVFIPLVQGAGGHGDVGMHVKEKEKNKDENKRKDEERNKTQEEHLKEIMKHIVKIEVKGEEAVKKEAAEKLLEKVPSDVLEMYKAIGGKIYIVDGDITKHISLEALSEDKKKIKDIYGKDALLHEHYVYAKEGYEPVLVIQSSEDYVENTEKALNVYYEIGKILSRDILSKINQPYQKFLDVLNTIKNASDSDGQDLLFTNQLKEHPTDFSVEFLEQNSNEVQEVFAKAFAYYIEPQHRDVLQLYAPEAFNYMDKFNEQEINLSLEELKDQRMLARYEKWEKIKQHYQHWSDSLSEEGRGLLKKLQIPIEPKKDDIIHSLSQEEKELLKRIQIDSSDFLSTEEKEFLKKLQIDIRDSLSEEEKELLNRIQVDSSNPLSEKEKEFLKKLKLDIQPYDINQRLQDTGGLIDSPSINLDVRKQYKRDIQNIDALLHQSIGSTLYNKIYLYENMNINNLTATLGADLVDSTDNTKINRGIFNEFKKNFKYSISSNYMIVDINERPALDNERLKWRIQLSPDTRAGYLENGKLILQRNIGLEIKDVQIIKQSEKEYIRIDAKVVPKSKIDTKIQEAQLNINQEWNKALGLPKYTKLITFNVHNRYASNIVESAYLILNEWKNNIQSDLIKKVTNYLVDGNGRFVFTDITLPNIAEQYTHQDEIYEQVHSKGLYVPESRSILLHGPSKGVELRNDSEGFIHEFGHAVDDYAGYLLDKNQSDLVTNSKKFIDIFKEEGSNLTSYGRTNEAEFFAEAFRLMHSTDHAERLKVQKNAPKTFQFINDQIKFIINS
BoNT-A LC inh2 – BoNT/A light chain protease inhibitors, primary screen, biochemical, flow cytometry, MLPCN library; Botulinum neurotoxin type A light chain protease (Clostridium botulinum A str. ATCC 3502); multiplex microsphere protease substrate cleavage; inhibition, % at 10 µM; 360,000 tested, 0.17% active; also: plate controls were buffer without enzyme for full effect and enzyme alone for no effect
Mtb UGM inh – M. tuberculosis UGM enzyme inhibitors, primary screen, biochemical, fluorescence polarization, single point; inhibition, % at 10 µM; AID 504406, 2011; purified UGM, fluorescence polarization probe displacement; 320,000 tested, 0.06% active; in the data active = inhibition above about 10%, passing the limit was not always enough; inconclusive = no clear call, values can overlap the other calls
Mtb FBA inh – Mtb FBA enzyme inhibitors, primary screen, biochemical, fluorescence, strain H37Rv; Fructose-bisphosphate aldolase (Mycobacterium tuberculosis (strain ATCC 25618 / H37Rv)), …; purified M. tuberculosis FBA, fluorescence read-out; inhibition, % at 1 µM; 360,000 tested, 2.3% active; in the data active = inhibition above about 27%;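 also: 0% = vehicle and 100% = reference inhibitor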
GDH-TPI inh – GDH-TPI coupling enzyme inhibitors, primary screen, artefact control for M. tuberculosis FBA inhibitor project, biochemical, absorbance, full deck | 360,000 tested, 1.2% active | GDH-TPI coupled enzyme counterscreen, NADH absorbance | AID 588335, 2011 | inhibition, % at 4.8 µM; in the data active = inhibition above about 30%;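 also: 0% = DMSO wells and 100% = wells lacking the enzyme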
* marks the source's active call; other numbers are inactive results; ? = inconclusive; . = not tested or not shown; & = joins results of further samples. Rule as the data show it, unless noted: active = inhibition above about 30%; inconclusive = no clear call, values can overlap the other calls; inactive = below that. Compounds were not picked by outcome; 4.7% or so of the library scored in one or more.

Molecule | BoNT F protease | PfHsp40 yeast | FadD28 FP inh | Mtb BioA inh | Anthrax LF prot | BoNT-A LC inh2 | Mtb UGM inh | Mtb FBA inh | GDH-TPI inh
CC1(OC(=O)CCc2ccccc2)C(=O)C=C2C=C(c3ccc(C#N)cc3)N(Cc3ccco3)C=C2C1=O (configuration not stated) | -12.4 | -0.3 | -0.4 | -0.8 | -3.3 | 2.3 | -0.8 | 1.3 | 4.8
C[C@H]1CN([C@@H](C)CO)S(=O)(=O)c2ccc(Br)cc2O[C@H]1CN(C)S(=O)(=O)c1ccccc1 | -7.1 | . | -1.0 | -0.4&0.0&2.3 | -4.5 | -1.0 | . | -2.0 | 0.0
O=C(CNC(=O)c1ccc(Cl)cc1Cl)NCC(=O)Nc1ccccc1N1CCOCC1 | -10.8 | -1.3 | -1.2 | -2.8 | 0.2 | 0.1 | -3.2 | 0.2 | 3.6
CSc1ncnc2c1ncn2CCCN(C)Cc1ccco1 | -7.3 | . | -3.5 | 0.3 | -4.1 | -0.4 | . | -1.0 | -7.2
OCC[C@H]1C[C@@H](O)[C@H](O)[C@]2(Cc3ccccc3O2)O1 | -4.6 | -1.3 | -2.0 | -1.1 | 2.4 | -0.6 | 4.3 | -1.8 | -0.4
Cc1nnc(Nc2ccc3c(c2)OCO3)c2ccccc12 | 3.5 | -2.7 | 0.1 | 20.1 | -4.2 | -0.5 | -1.5 | 0.8 | 6.9
O=S(=O)(c1cccc2ccccc12)N1CCC2CC1c1cc(-c3ccc(F)cc3)ccc12 (configuration not stated) | -3.6 | -1.6 | -1.4 | -1.4 | -4.4 | -0.6 | . | -1.3 | 3.1
O=C1NCCCC1C(=O)N/N=C/c1cccc(Cl)c1 (configuration not stated) | ? | 0.1 | -1.2 | . | 10.9 | -3.7 | 1.2 | -4.5 | 4.8
CC(=O)OC[C@]12CC[C@H]3[C@@](C)(CC[C@H]4C(C)(C)CCC[C@]34C)[C@@H]1CC(C1=CC(=O)OC1O)O2 (some centres not stated) | 2.5 | . | -10.6 | 31.7 | 3.5 | 0.8 | . | -1.0 | 1.4
CC(=O)Oc1ccc2nc(-c3ccc(Br)o3)oc(=O)c2c1 | ? | 0.8 | -1.6 | -0.7 | -0.6 | -1.8 | -1.2 | -2.1 | 10.1
COc1nc(-c2ccccc2)c2cc(Br)ccc2n1 | -12.6 | 1.2 | -2.7 | . | 0.0 | -0.7 | 1.8 | 5.0 | -0.8
Cc1cc(-c2ccn[nH]2)c(C)s1 | -7.0 | 4.0 | -3.0 | -0.7 | -1.8 | -0.4 | 0.8 | -4.3 | 0.0

Continued; the last three above are carried over.
Molecule | BoNT F protease | PfHsp40 yeast | FadD28 FP inh | Mtb BioA inh | Anthrax LF prot | BoNT-A LC inh2 | Mtb UGM inh | Mtb FBA inh | GDH-TPI inh
CC(=O)Oc1ccc2nc(-c3ccc(Br)o3)oc(=O)c2c1 | ? | 0.8 | -1.6 | -0.7 | -0.6 | -1.8 | -1.2 | -2.1 | 10.1
COc1nc(-c2ccccc2)c2cc(Br)ccc2n1 | -12.6 | 1.2 | -2.7 | . | 0.0 | -0.7 | 1.8 | 5.0 | -0.8
Cc1cc(-c2ccn[nH]2)c(C)s1 | -7.0 | 4.0 | -3.0 | -0.7 | -1.8 | -0.4 | 0.8 | -4.3 | 0.0
COc1ccc(NC(=O)N2C[C@@H]3C[C@@H](C2)c2cccc(=O)n2C3)cc1 | 0.2 | 2.5 | -0.2 | -1.4 | 2.1 | -0.2 | -0.4 | 0.2 | 5.9
CC1CCN(S(=O)(=O)N2CCC(C(=O)NCCc3ccccc3)CC2)CC1 | 6.2 | 0.4 | -3.0 | -1.1 | -2.6 | -0.4 | 2.9 | -9.2 | -4.8
CCCNC(=O)CSC1=N/C(=C/c2ccc(F)cc2)C(=O)N1CC | -4.5 | -0.4 | -1.5 | -1.8 | -3.7 | 0.4 | 1.1 | -0.3 | 21.9
O=c1c2ccccc2sn1-c1cccc(Cl)c1 | 1.4 | . | 0.6 | -1.7 | -1.0 | 2.7 | . | -2.1 | 4.3
COC(CNS(=O)(=O)c1ccc(S(=O)(=O)N2CCCC2)cc1)OC | -1.1 | -0.5 | -1.5 | -2.2 | -0.6 | -0.8 | -2.0 | 1.4 | -1.2
COc1ccc(/C=N/NC(=O)CNS(=O)(=O)c2ccccc2)cc1 | ? | 0.1 | 0.2 | -2.3 | 0.2 | 2.6 | 0.0 | 2.1 | 5.4
C=CC[C@@H](Cc1ccc(F)cc1)C(=O)OC[C@H]1CCCN1C(=O)[C@H](CC=C)CC(=O)NCCO | -7.3 | -0.7 | -3.6 | 1.3 | 1.1 | -0.6 | 1.3 | 5.8 | 8.1
O=C(NCCN1CCOCC1)c1cc(-c2ccccc2)on1 | -9.8 | -0.4 | -2.9 | -0.6 | -4.8 | -0.1 | -0.8 | 1.9 | 4.9
CCn1c(C)c2c([n+]1CC)CC(C)(C)CC2=O | 9.1 | -1.7 | -1.2 | -0.3 | -2.8 | 1.9 | 0.0 | 1.4 | 0.4
C=CCC1(Cl)C(=O)C(Cl)=C(N2CCN(C)CC2)C1(OC)OC (configuration not stated) | ? | -0.2 | -2.8 | 0.7 | -4.0 | -1.4 | 3.9 | -1.2 | 15.7
COC(=O)C1=C(c2ccc(C(C)=O)cc2)C[C@@H]2CC[C@H]1N2C(=O)NCC1CC1 | -12.2 | -0.2 | -3.1 | 11.0 | -0.1 | -0.4 | -0.6 | 3.3 | -5.9
Cc1cccc(N2CCN(C(=O)c3ccc(CNc4c(N5CCC(C)CC5)c(=O)c4=O)cc3)CC2C)c1 (configuration not stated) | 2.3 | -0.8 | 0.7 | . | -3.3 | 0.1 | -1.4 | 1.4 | 9.7

Molecule | BoNT F protease | PfHsp40 yeast | FadD28 FP inh | Mtb BioA inh | Anthrax LF prot | BoNT-A LC inh2 | Mtb UGM inh | Mtb FBA inh | GDH-TPI inh
COc1ccc(NC(=O)C2=CCN(S(=O)(=O)c3ccccc3)CC2)cc1OC | . | 0.7 | 0.4 | . | . | . | -1.6 | 3.8 | 3.9
Cc1nn(CC(C)C(=O)N2CCN(S(=O)(=O)c3ccc(Cl)cc3)CC2)c(C)c1C (configuration not stated) | 5.9 | -0.5 | -1.4 | 0.7 | 1.4 | 0.6 | -0.3 | -1.9 | -3.8
CCN(CC)C(=O)c1cccc(NC(=O)c2cc(-c3ccccn3)nc3ccccc23)c1 | 3.5 | 2.0 | -0.6 | 0.9 | -7.6 | -0.5 | 0.0 | 2.0 | -1.6
O=C(Nc1c[nH]c(=O)[nH]c1=O)c1ccccc1Cl | ? | -2.2 | 0.4 | -0.1 | -17.3 | -1.4 | 1.1 | -0.2 | 3.1
O=C(NNC(=O)c1ccc(-c2ccccc2)cc1)c1ccccc1 | -7.6 | 1.2 | -0.2 | 2.8 | 1.5 | -0.7 | 1.7 | 0.4 | 4.8
Cn1c(=O)c2cccnc2c(=O)n1C | 1.2 | . | -0.6 | . | -7.7 | -0.4 | . | 0.6 | 7.6
COc1ccc(-c2cc(C)no2)cc1S(=O)(=O)NCCCN1CCCCCC1 | -17.2 | -0.2 | -2.3 | 0.1 | -3.2 | -4.4 | -0.3 | -1.0 | 2.5
Cc1c(C)n(CCCN(C)C)c2ncnc(Nc3ccc(F)cc3)c12 | -9.7 | -0.7 | -1.2 | 2.1 | -2.3 | -2.5 | 0.5 | 17.3 | 4.8
Nc1ccn(Cc2cccc(Cl)c2)n1 | -0.7 | -1.3 | 0.3 | . | -0.1 | 0.5 | -0.1 | -1.4 | 1.6
Cc1ccc(NCc2ccc(O)c3ncccc23)cc1C | -0.7 | 0.4 | 0.6 | -0.1 | -1.1 | -1.3 | -2.2 | 1.9 | 1.9
COc1cc(OC)cc(C(=O)NNC(=S)NCc2ccco2)c1 | 1.9 | 0.6 | -3.8 | -0.4 | -2.0 | 0.3 | 1.7 | -3.9 | -7.0
CCC1=C(OC(=O)N(CC)CC)N2C(=O)OC(=NCC(=O)OC)[C@]2(Cc2ccccc2)[C@H]2C1=CC[C@H]1C(=O)N(CC(=O)OC)C(=O)[C@H]12 | -4.0 | -1.3 | -0.1 | -0.3 | 1.8 | -0.4 | 0.0 | -0.5 | 2.6

Molecule | BoNT F protease | PfHsp40 yeast | FadD28 FP inh | Mtb BioA inh | Anthrax LF prot | BoNT-A LC inh2 | Mtb UGM inh | Mtb FBA inh | GDH-TPI inh
O=C(NCCN1CCOCC1)c1ccccc1[N+](=O)[O-] | 4.0 | -1.8 | 0.3 | -0.7 | 1.5 | 0.3 | -3.0 | -0.6 | 2.3
Cc1cccc(N2CC(C(=O)Nc3nnc(SCC(=O)N4CCOCC4)s3)CC2=O)c1 (configuration not stated) | 0.5 | -0.5 | -3.8 | -1.4 | -0.9 | 0.3 | 2.8 | 1.8 | 6.5
Cc1ccc(O)c(NS(=O)(=O)c2cccc3nsnc23)c1 | 12.6 | . | -1.4 | -1.0 | -4.9 | 0.4 | 0.2 | -1.6 | -2.9
O=C(Nc1cccc(C(F)(F)F)c1)Nc1ccc2[nH]c(=O)[nH]c2c1 | 1.0 | 0.2 | 1.0 | 1.4 | 0.3 | -0.3 | -1.7 | 1.1 | 0.4
COC(=O)CCC(=O)Nc1ccc(S(=O)(=O)N2CCCCCC2)cc1 | -10.7 | 0.8 | 0.0 | -0.3 | -10.1 | -1.4 | -5.1 | 2.6 | 11.9
CC1(C(=O)NS(=O)(=O)Cc2ccccc2C(F)(F)F)CCN1C(=O)c1ccco1 (configuration not stated) | -1.9 | . | 0.9 | -2.1 | -5.5 | 0.0 | . | 1.6 | 12.8
O=C(O)c1ccc(-c2ccccc2)[nH]c1=O | 0.9 | 0.0 | -0.8 | -2.1 | 5.7 | 1.2 | -3.7 | 105.6* | 18.7
CCC(=O)c1ccc(OCC(=O)OCC(=O)Nc2cccc(S(=O)(=O)N3CCCC3)c2)cc1 | -5.2 | 0.2 | -0.5 | -0.5 | 3.5 | -0.7 | -1.6 | -2.6 | 8.6
COc1cc(OC)c(N(C)S(=O)(=O)c2cccc(C(=O)OCC(=O)N(C)C3CCCCC3)c2)cc1Cl | -3.0 | 1.6 | -8.5 | 0.6 | -6.6 | -0.4 | . | -1.3 | 10.4
CC1CCC(C(=O)NC(C(=O)NCc2cccnc2)C(C)C)CC1 (configuration not stated) | -8.5 | 0.1 | -3.3 | -0.1 | 5.7 | -1.5 | -2.0 | 2.0 | 0.5
COC(=O)c1c(C)nc(C)c(C(=O)OC)c1-c1cccs1 | 6.9 | 0.1 | -1.2 | . | -5.4 | 0.2 | -1.8 | -1.2 | 0.6
O=S(=O)(Cc1ccccc1Cl)CC(O)COc1ccccc1Cl (configuration not stated) | -12.8 | 0.7 | -2.3 | 2.9 | 3.0 | 0.2 | 2.1 | 1.3 | 6.2
CCn1c(=O)n(CC)c2cc([N+](=O)[O-])c(N3CCNCC3)cc21 | -9.0 | 0.5 | -3.8 | 1.5 | -6.0 | -1.2 | 0.6 | -9.3 | 8.2
O=C1CCC(=O)N1c1ccc(-c2nc3sc4c(c3c(=O)o2)CCC4)cc1 | ? | 2.7 | -1.0 | . | -4.3 | ? | 0.4 | 2.5 | 1.1
O=C(c1nsc(Cl)c1Cl)N1CCCCC1 | -0.2 | 2.8 | -2.8 | -2.0 | -0.6 | 0.3 | -2.0 | 0.7 | -8.1

Bioassay records as filed in PubChem.
